Screens deposited in PubChem BioAssay by National Center for Advancing Translational Sciences (NCATS).
MBNL1-CUG inh – qHTS Assay for Inhibitors of MBNL1-poly(CUG) RNA binding; TR-FRET MBNL1-His/biotin-(CUG)12 binding, 665/545 ratio; Potency, µM (series often up to 57.5 µM), for inactives: at the top dose activity change, negative = inhibition, usual class: inhibitors; 0.036% of 280,000 active; AID 2675, 2010; active = well fitted inhibition curve with a large enough effect in the signal ratio, with a control signal flat, not every such curve was filed as active; inconclusive = small, poorly fitted or top-dose-only effect, or effect the other way, or a change in a side signal; inactive = no such curve, though single readings can be large or run the other way; the % refers to the signal ratio; note: % is set by controls: 0 for no effect and ±100 for the full control effect
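Compound titration spanned 92 nM–58 uM against the MBNL1-His/biotin-(CUG)12 complex. After 60 min at room temperature with 5 nM streptavidin-XL665 and 0.055 ng/ul terbium anti-His, ratiometric 665/545 nm emission (Ex 340 nm) normalized to controls.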
Rab9 promoter act – qHTS Assay for Rab9 Promoter Activators | Huh7 Rab9 promoter-luciferase reporter, luminescence, 24 h | Potency, µM (titrated, usually from 9.22 µM), for inactives: at the highest dose activation, negative = inhibition, actives largely listed as activators | 2.8% of 320,000 active; note: % of control where 0% means no effect; nearly all actives have a fitted effect of over 60% in size
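Cells were plated at 1500 per well in reduced-serum medium with 10% FBS and left 2 h. Compound in DMSO was then added for 24 h at 37 °C. Reporter signal was read by luminescence after 10 min with luciferase detection reagent.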
NPC1 prom act – qHTS Assay for NPC1 Promoter Activators | Huh7 NPC1 promoter luciferase reporter, 24 h | Potency, µM (series often up to 9.22 µM), without a hit: top-dose activation, most hits filed as activators | 2.4% of 320,000 active;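 note: % of control where 0% means no effect; nearly all actives have a fitted effect of over 60% in size; reporter is driven by a mutant NPC1 promoter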
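Stable NPC1-promoter luciferase Huh7 line; cpd (DMSO) 24 h, 37 °C, 5% CO2; Amplite luciferase reagent 10 min RT; luminescence readout. qHTS format.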
BRCA1 expr up – qHTS Assay to Identify Small Molecule Activators of BRCA1 Expression | Potency, µM (highest dose often 46.1 µM), for the others: top-dose activation, hits mostly activators | 1.1% of 380,000 active | AID 624202, 2012 | MCF7-BRCA1-FFLuc reporter, luminescence, 48 h; response scale: scaled: vehicle 0%, 10 µM genistein 100%; note: nearly all actives have a fitted effect of over 80% in size; some results filed as inactive show a strong effect at the top dose
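Cells: MCF7-BRCA1-FFLuc, 2000/well. Exposure: 48 h, 37 °C, 5% CO2. Read: luminescence, 15 min post-substrate. Controls: genistein 10 microM (maximal activation), DMSO (neutral).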
uPA surface inh – qHTS for Inhibitors of Cell Surface uPA Generation; cell surface uPA generation assay, qHTS; 0.31% of 330,000 active; Potency, µM (titrated, usually from 38.3 µM), inactives show at the top dose activity change, negative = inhibition, most hits filed as inhibitors; active = well fitted inhibition curve with a large enough effect; inconclusive = small, poorly fitted or top-dose-only effect; inactive = no such curve, though single readings can be large or run the other way; tested in mouse RAW 264.7 cells; note: % is set by controls: 0 for no effect and ±100 for the full control effect; nearly all actives have a fitted effect of over 55% in size
RORgamma inh – qHTS for inhibitors of ROR gamma transcriptional activity. AID 2551, 2010. 5.4% of 310,000 active. Drosophila S2 Gal4-RORgamma UAS-luciferase reporter, 20 h. Nuclear receptor ROR-gamma (Mus musculus), P51450. Potency, µM (doses to about 53.6 µM), for the others: at the highest dose activity change, negative = inhibition, most hits filed as inhibitors; note: % is set by controls: 0 for no effect and ±100 for the full control effect; nearly all actives have a fitted effect of over 60% in size
Target sequence (P51450 whole entry, looked up, the tested form may be a part): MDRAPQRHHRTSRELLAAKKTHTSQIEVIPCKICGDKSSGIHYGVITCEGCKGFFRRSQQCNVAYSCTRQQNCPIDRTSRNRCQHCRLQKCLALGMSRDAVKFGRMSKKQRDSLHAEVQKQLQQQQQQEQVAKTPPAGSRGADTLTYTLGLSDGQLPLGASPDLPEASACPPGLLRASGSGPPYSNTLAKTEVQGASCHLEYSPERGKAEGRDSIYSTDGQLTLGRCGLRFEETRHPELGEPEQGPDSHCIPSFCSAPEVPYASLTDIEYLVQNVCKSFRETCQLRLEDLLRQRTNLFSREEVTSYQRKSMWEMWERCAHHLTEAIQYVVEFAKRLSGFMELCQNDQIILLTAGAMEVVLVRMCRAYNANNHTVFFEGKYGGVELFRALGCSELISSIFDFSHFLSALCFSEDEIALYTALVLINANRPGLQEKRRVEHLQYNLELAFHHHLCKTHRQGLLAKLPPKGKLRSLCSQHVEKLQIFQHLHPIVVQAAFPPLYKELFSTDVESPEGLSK
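Read-out: Photinus luciferase luminescence; inhibitors lower reporter signal. Insect Schneider cells with Gal4-ROR gamma fusion under metallothionein promoter, UAS reporter; 700 uM final copper sulfate induction, 20 hr, ambient temperature.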
Gal4-VP16 FLuc – VP16 counterscreen qHTS for inhibitors of ROR gamma transcriptional activity. 3.5% of 310,000 active. Potency, µM (series often up to 53.6 µM), for inactives: top-dose activity, negative = inhibition, usual class: inhibitors. Drosophila S2 Gal4-VP16 UAS-luciferase, luminescence, 20 h. AID 2546, 2010;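 note: Gal4-VP16 expression switched on by copper sulfate through the metallothionein promoter; % is set by controls: 0 for no effect and ±100 for the full control effect; nearly all actives have a fitted effect of over 50% in size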
FLuc modulator – qHTS profiling assay for firefly luciferase inhibitor/activator using purifed enzyme and Km concentrations of substrates (counterscreen for miR-21 project); Luciferin 4-monooxygenase (Photinus pyralis), P08659; purified FLuc, Km substrates, luminescence inhibition; Potency, µM (highest dose often 57.5 µM), without a hit: at the highest dose activity change, negative = inhibition, actives largely listed as inhibitors; 6.9% of 360,000 active;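 note: plate controls were vehicle for no effect and reference inhibitor for full effect; nearly all actives have a fitted effect of over 55% in size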
Target sequence (P08659 whole entry, looked up): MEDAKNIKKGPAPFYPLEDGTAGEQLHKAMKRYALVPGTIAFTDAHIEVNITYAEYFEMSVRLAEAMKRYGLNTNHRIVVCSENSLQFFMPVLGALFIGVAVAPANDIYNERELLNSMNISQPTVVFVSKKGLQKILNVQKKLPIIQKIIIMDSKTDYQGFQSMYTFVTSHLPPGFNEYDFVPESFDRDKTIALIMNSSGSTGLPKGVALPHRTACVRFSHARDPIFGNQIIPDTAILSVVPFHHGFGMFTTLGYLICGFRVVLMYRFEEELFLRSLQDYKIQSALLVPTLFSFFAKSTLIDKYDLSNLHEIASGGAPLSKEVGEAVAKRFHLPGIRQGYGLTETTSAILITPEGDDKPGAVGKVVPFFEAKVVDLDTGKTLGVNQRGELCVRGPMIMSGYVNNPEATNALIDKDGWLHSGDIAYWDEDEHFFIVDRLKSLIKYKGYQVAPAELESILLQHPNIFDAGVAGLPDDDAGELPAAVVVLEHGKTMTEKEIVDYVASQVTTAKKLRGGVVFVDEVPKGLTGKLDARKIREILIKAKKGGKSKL
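Purified P. pyralis luciferase, 10 nM final, with Km-level 10 uM D-luciferin and 10 uM ATP in 50 mM Tris acetate pH 7.5, 10 mM Mg acetate, 0.01% Tween-20, 0.05% BSA; 6-point qHTS titration about 60 µM downward; luminescence read.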
ELG1 genotoxic – qHTS screen for small molecules that induce genotoxicity in human embryonic kidney (HEK293T) cells expressing luciferase-tagged ELG1; HEK293T ELG1-luciferase reporter, luminescence, 16 h; Potency, µM (doses to about 46 µM), for inactives: at the highest dose activity change, positive = activation, hits mostly activators; 1.3% of 330,000 active; AID 504466, 2011; note: % of control where 0% means no effect; nearly all actives have a fitted effect of over 60% in size
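HEK293T cells expressing luciferase-tagged ELG1 were exposed to compound or DMSO vehicle for 16 hr at 37 °C and 5% CO2. Luciferase activity was then measured with ONE-Glo after 30 min at room temperature.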
p53 reactivator – qHTS assay for re-activators of p53 using a Luc reporter; H1299 p53-A138V BP100-luciferase reporter, luminescence, 24 h; Potency, µM (top dose mostly 92.2 µM), for inactives: top-dose activity change, positive = activation, usual class: activators; 0.063% of 320,000 active; AID 504706, 2011; note: % of control where 0% means no effect; nearly all actives have a fitted effect of over 45% in size
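H1299 (p53-null), stable ts p53-A138V + BP100-Luc; 1000 cells/well, Opti-MEM/10% FBS; cpd 4 pt, 1:5; 24 h, 37 deg C, 5% CO2; detection reagent 10 min RT; luminescence.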
* hit, by the source's call; ? = inconclusive; / = not tested or not shown; & = joins results of further samples; [ ] = dose if it differs, or a comment. Unless noted, calls come from the whole dose curve; as a rule, active = well fitted curve in the direction sought with a large enough effect; inconclusive = small, poorly fitted or top-dose-only effect, or another doubt; inactive = no such curve, though single readings can be large; an effect the other way counts as inactive or inconclusive. Potency is the fitted concentration of half-maximal effect.

smiles	MBNL1-CUG inh	FLuc modulator	Gal4-VP16 FLuc	RORgamma inh	ELG1 genotoxic	uPA surface inh	p53 reactivator	BRCA1 expr up	Rab9 promoter act	NPC1 prom act
C=CCNC(=O)CCCOc1cc(C)ccc1C	-8%	0%	-17%	-2%	1%	/	-15%	-4%	-1%	2%
O=C(O)C1C2CCC(C2)C1C(=O)Nc1cc(F)ccc1F (stereo not given)	7%	-3%	-8%	22%	-4%	3%	-3%	-22%	20%	17%
CCOc1ccccc1NC(=O)CCCNC(=O)c1ccc(Cl)cc1	-6%	-1%	11%	12%	2%	7%	-7%	-5%	-2%	-5%
CCc1cc(=O)oc2cc(C)cc(OC(=O)c3ccco3)c12	25%	3%[2.3 µM]	-7%	?	-3%	7%	-5%	-22%	2%	2%
CC(=O)c1ccc(NC(=O)c2ccc3c(Cl)c4c(nc3c2)CCCC4)cc1	5%	4%	?	29%	-1%	5%	-4%	-22%	-19%	-3%
COc1cc(/C=N/NC(=O)C(=O)NCc2ccco2)cc(Br)c1O	/	4%	-5%	5%	-1%	1%	-3%	0%	-1%	0%
CCC(NC(=O)c1[nH]c(C)c(C(C)=O)c1C)c1ccc(Br)cc1 (stereo not given)	2%	1%	-6%	11%	-6%	2%	2%	-52%	-4%	5%
Nn1c(SCc2ccccc2F)nnc1-c1ccncc1	2%	?	10%	23%	12%	3%	9%	?	?	24%
Cc1cc(C)cc(OCC(=O)OCC(=O)NC2CCCCCCC2)c1	/	-1%	/	/	1%	0%	1%	7%	1%	-2%
CCc1ccc(S(=O)(=O)NC(CC(=O)O)c2ccccc2)cc1 (stereo not given)	1%	-2%	5%	-5%	-7%	-4%	23%	1%	5%	7%
CCc1ccc(OC(=O)/C=C/c2ccco2)cc1	8%	0.85µM*	1%	10%	4%	-7%	0%	30%	12%	16%
Cn1c(/C=C/c2ccc(Cl)cc2)nc2ccccc2c1=O	9%	3.8µM*	-8%	?	?	-3%	-17%	-14%	2.8µM*	4µM*
COc1ccc(/C(C)=N/OCC(=O)Nc2nc3ccccc3s2)cc1OC	-6%	-19%	-2%	13%	0%	-6%	-9%	4%	-12%	2%
Cc1ccc(NC2=C(Cl)C(=O)OC2OC(=O)c2ccco2)cc1C (stereo not given)	-3%	-2%	?	-22%	0%	-7%	26%	-4%	-8%	1%
COc1ccccc1C(=O)C1CCCN(C(=O)c2ccccc2C(C)=O)C1 (stereo not given)	-10%	?	?	7%	10%	0%	?	43%	25%	20%
CNCc1ccccc1Sc1cccc(O)c1	-11%	-2%	-8%	0%	-4%	-2%	-2%	-22%	-5%	-2%
CC1CCN(CCCn2c(=S)[nH]c3c(sc4ccccc43)c2=O)CC1	7%	15µM*	-24%	11µM*	-1%	-4%	-4%	50%	18%	2%
CC1CCN(S(=O)(=O)c2ccc(NC(=O)CN3CCCCCC3)cc2)CC1	-1%	2%	-3%	-1%	-8%	-2%	-2%	-57%	5%	1%
CCN(CC)C(=O)c1cnn(-c2ccccc2)c1NC(=O)c1ccco1	0%	-1%	-4%	-17%	1%	4%	-2%	-3%	2%	-4%
O=C(NC1CCCCC1)C1CCCN1S(=O)(=O)c1cccc2nsnc12 (stereo not given)	?	11%	1%	0%	1%	-4%	-8%	-3%	1%	-4%
CCCCN1Cc2c(nc3cc(-c4ccccc4)[nH]n3c2=O)C1=O	-7%	19µM*	5%	33%	4%	0%	4%	0%	-6%	-3%
Cn1c(=O)c2c(nc(NCc3ccco3)n2Cc2ccccc2Cl)n(C)c1=O	-1%	3%[2.3 µM]	4.5µM*	-35%	1%	-9%	-4%	-2%	-4%	0%
C[C@@H]1CN([C@@H](C)CO)C(=O)Cc2cc(NS(=O)(=O)c3cn(C)cn3)ccc2O[C@@H]1CN(C)C(=O)Nc1ccccc1	/	/	/	/	3%	-5%	8%	-5%	/	/
CCOC(=O)c1cnc(-n2cc(C)cn2)nc1Nc1ccccc1OC	-5%	1%	-22%	?	0%	/	2%	-55%	-5%	-1%
Cc1onc(-c2ccccc2)c1-c1csc(N/N=C/c2ccccc2Cl)n1	/	-2%	2%	-5%	-1%	0%	-3%	-38%	-1%	1%
CC(C)c1ccc2oc(=O)cc(CN3CCN(Cc4ccccc4)CC3)c2c1	1%	0%	8%	8%	-9%	12%	-1%	-13%	1%	-1%
COc1ccc(C2CC(=O)C3=C(C2)Nc2ccccc2N(C(C)=O)C3c2ccco2)cc1 (stereo not given)	6%	1%	4%	-19%	0%	/	12%	1%	-3%	-2%
O=C(CCn1c(=O)c2ccccc2n(Cc2ccccc2)c1=O)NCc1ccc2c(c1)OCO2	-8%	1%	-6%	-3%	-1%	0%	6%	-12%	1%	0%
COc1cc2nc(NC(=O)c3ccc(F)cc3Cl)sc(=O)c2cc1OC	-2%	-3%	-1%	0%	4%	?	1%	-6%	-6%	-12%
COc1ccccc1-c1ccc(Nc2cccc(C(F)(F)F)c2)nn1	?	4%	-28%	3%	-1%	4%	-11%	-6%	20%	2%

Profiles, looked up by structure. Values in the order: MBNL1-CUG inh	FLuc modulator	Gal4-VP16 FLuc	RORgamma inh	ELG1 genotoxic	uPA surface inh	p53 reactivator	BRCA1 expr up	Rab9 promoter act	NPC1 prom act
`CC1CCN(CCCn2c(=S)[nH]c3c(sc4ccccc43)c2=O)CC1` is listed as 7%	15µM*	-24%	11µM*	-1%	-4%	-4%	50%	18%	2%
`C=CCNC(=O)CCCOc1cc(C)ccc1C` is listed as -8%	0%	-17%	-2%	1%	/	-15%	-4%	-1%	2%
`O=C(CCn1c(=O)c2ccccc2n(Cc2ccccc2)c1=O)NCc1ccc2c(c1)OCO2` is listed as -8%	1%	-6%	-3%	-1%	0%	6%	-12%	1%	0%
`Cc1cc(C)cc(OCC(=O)OCC(=O)NC2CCCCCCC2)c1` is listed as /	-1%	/	/	1%	0%	1%	7%	1%	-2%

Two of the compounds above, as labelled records.
COc1ccc(C2CC(=O)C3=C(C2)Nc2ccccc2N(C(C)=O)C3c2ccco2)cc1 (stereo not given)
  MBNL1-CUG inh = 6%	FLuc modulator = 1%	Gal4-VP16 FLuc = 4%	RORgamma inh = -19%	ELG1 genotoxic = 0%	uPA surface inh = /	p53 reactivator = 12%	BRCA1 expr up = 1%	Rab9 promoter act = -3%	NPC1 prom act = -2%
Cc1cc(C)cc(OCC(=O)OCC(=O)NC2CCCCCCC2)c1
  MBNL1-CUG inh = /	FLuc modulator = -1%	Gal4-VP16 FLuc = /	RORgamma inh = /	ELG1 genotoxic = 1%	uPA surface inh = 0%	p53 reactivator = 1%	BRCA1 expr up = 7%	Rab9 promoter act = 1%	NPC1 prom act = -2%

The list continues:
smiles	MBNL1-CUG inh	FLuc modulator	Gal4-VP16 FLuc	RORgamma inh	ELG1 genotoxic	uPA surface inh	p53 reactivator	BRCA1 expr up	Rab9 promoter act	NPC1 prom act
CCCCCC(=O)NNC(=O)Nc1ccccc1	9%	0%	-2%	-6%	-2%	5%	3%	1%	3%	-1%
CCC1CCC2(CC1)SCC(=O)N2c1ccccc1 (stereo not given)	-18%	-2%	-5%	-20%	-2%	2%	-3%	-5%	-1%	1%
COC(=O)c1cc2ccccc2c(-c2c(OC)c(C(=O)OC)cc3ccccc23)c1OC	0%	-1%	-8%	-27%	-5%	-11%	-2%	-68%	3%	-4%
CCOC(=O)c1c(C)[nH]c(C)c1C(=O)CSc1nc2ccccc2c(=O)n1-c1ccc(C)cc1	3%	5%	-25%	41%	-7%	-16%	-11%	-7%	-8%	-1%
COc1cc(/C=C/C(=O)O)ccc1OS(=O)(=O)c1c(C)cc(C)cc1C	/	3%	/	/	3%	-22%	-3%	3%	-7%	-3%
COc1ccc(N(C)C(=O)c2cn(C)c(=O)c3cc(OC)c(OC)cc23)cc1	-3%	1%&0%	8%	-1%	-2%	1%	1%	-11%&1%	-2%	-6%
C=CC[n+]1ccc2ccccc2c1C	/	-1%	0%	1%	-3%	-3%	7%	1%	0%	-1%
NS(=O)(=O)c1ccc(CNC(=O)CCSCCC(=O)NCc2ccc(S(N)(=O)=O)cc2)cc1	-7%	0%	6%	-9%	0%	-2%	2%	0%	-9%	-2%
C=CCC(C(=O)OC)(C(=O)OC)c1ccccc1[N+](=O)[O-]	6%	-1%	-1%	0%	-3%	-1%	-1%	-17%	-4%	1%
Cn1c(C(=O)NCC2CCCO2)cc2c(=O)n(C)c3ccccc3c21 (stereo not given)	-1%	2%	1%	3%	2%	8%	-3%	9%	-8%	2%
CN(C)CCNC(=O)C(=O)NCC(c1ccc2c(c1)OCO2)N1CCN(c2ccc(F)cc2)CC1 (stereo not given)	-4%	7%	-4%	5%	1%	-2%	1%	0%	-2%	1%
